# TSHR antagonist – blocks TSH signaling through the human TSH receptor; P16473; TSHR-expressing cells, TSH-stimulated cAMP HTRF, 2 h; active compounds read low; activity change, negative = inhibition, % at 11.5 µM; 330,000 tested, 0.2% active; AID 504810;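 active = activity change below a set negative limit, meaning inhibition stronger than a set level, cut at about -70% in these data; inconclusive = activity change between two set negative limits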; also: % is scaled to controls: 0 for no effect and ±100 for the full control effect
#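 Read-out is FRET at 665 nm (cryptate excitation 337 nm) from a cryptate-tagged anti-cAMP antibody, competed by cell cAMP against cAMP-d2. Compounds are tested on freshly harvested TSHR cells challenged with 4nM TSH (EC80) for 2 hours at 37 deg C.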
# Tb PFK inh – inhibitors of T. brucei phosphofructokinase; O15648; T. brucei PFK, ADP-Glo luminescence; Potency, µM (series often up to 57.5 µM), for inactives: top-dose activity, negative = inhibition, usual class: inhibitors; 330,000 tested, 0.17% active; AID 485367;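 also: potency is read from the fitted curve at half-maximal effect; 0% = uninhibited 1x PFK enzyme wells and -100% = no-enzyme wells; nearly all actives have a fitted effect of over 60% in size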
# Target sequence (O15648 whole entry, looked up): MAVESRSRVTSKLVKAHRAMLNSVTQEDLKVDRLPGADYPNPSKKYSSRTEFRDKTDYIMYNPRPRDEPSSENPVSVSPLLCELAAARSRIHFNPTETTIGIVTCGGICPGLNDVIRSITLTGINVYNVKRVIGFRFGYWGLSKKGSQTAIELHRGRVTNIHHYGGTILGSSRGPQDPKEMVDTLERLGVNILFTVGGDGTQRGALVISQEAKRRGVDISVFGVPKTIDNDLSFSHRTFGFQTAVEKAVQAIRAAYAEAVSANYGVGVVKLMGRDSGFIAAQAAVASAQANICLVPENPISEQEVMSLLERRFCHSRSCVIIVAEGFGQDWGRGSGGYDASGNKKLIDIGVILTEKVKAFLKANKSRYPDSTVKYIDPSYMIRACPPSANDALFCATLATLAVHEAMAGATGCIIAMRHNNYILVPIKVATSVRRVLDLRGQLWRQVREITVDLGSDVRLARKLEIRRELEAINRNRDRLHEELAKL
#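 1.25 nM PFK with 0.5 mM F6P and 0.1 mM ATP in 0.1 M TEA pH 8.0, 5 mM MgCl2, incubated 45 min at room temperature; ADP measured by ADP-Glo luminescence; compounds titrated up to 57 uM.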
# Eya2 phos inh – blocks the phosphatase activity of human Eya2; O00167; 330,000 tested, 0.006% active; Potency, µM (series often up to 76.9 µM), for the others: top-dose activity, negative = inhibition, usual class: inhibitors; recombinant Eya2, OMFP fluorescence dephosphorylation (OMFP is methylfluorescein phosphate); also: potency is read from the fitted curve at half-maximal effect; % is scaled to controls: 0 for no effect and ±100 for the full control effect
# Target sequence (O00167 whole entry, looked up): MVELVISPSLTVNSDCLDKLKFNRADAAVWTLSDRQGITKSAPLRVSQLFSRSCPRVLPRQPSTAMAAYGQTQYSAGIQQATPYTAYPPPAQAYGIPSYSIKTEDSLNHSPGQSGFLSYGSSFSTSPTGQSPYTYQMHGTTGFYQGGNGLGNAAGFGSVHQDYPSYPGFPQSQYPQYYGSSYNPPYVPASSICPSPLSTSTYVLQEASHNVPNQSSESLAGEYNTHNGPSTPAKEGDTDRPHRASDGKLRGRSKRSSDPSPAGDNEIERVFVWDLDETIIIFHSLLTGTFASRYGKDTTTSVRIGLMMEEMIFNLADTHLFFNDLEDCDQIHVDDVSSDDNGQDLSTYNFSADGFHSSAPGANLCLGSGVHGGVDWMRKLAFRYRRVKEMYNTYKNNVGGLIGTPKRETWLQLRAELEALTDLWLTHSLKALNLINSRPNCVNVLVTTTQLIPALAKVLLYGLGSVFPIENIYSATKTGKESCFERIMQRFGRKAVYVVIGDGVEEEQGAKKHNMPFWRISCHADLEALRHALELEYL
#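 Eya2 protein (added as 0.2 uM solution) was preincubated with compound for 10 min at ambient temperature in 50 mM HEPES pH 7.5, 50 mM NaCl, 5 uM MgCl2, 0.05% BSA, 1 mM DTT. OMFP (added at 50 uM) then reacted 10 min; fluorescence read at 485/525 nm.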
# TCR activator – T cell receptor activation; 330,000 tested, under 10 active; primary human leukocytes, anti-CD3, IL-2 HTRF, 48 h; Potency, µM (series often up to 9.22 µM), for inactives: at the highest dose activation of IL-2 secretion, usual class: activators; also: % of control where 0% means no effect
#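 48 hr co-incubation of compounds, a-CD3 beads and primary human leukocytes; IL-2 quantified homogeneously by HTRF with anti-IL-2 K and d2 conjugates.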
# TSG101-PTAP inh – blocks PTAP/TSG101 interaction to inhibit HIV-1 budding. Potency, µM (titrated, usually from 115 µM), inactives show at the highest dose activity change, negative = inhibition, usual class: inhibitors. 340,000 tested, under 10 active. Fluorescence polarization, FITC-PTAP peptide / Tsg101 binding; active = well fitted inhibition curve with a large enough effect in the main read-out, with a control signal flat, not every such curve was filed as active; inconclusive = small, poorly fitted or top-dose-only effect, or effect the other way, or a change in a side signal; inactive = no such curve, though single readings can be large or run the other way; also: potency is read from the fitted curve at half-maximal effect; % of control where 0% means no effect
#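 Compounds were pin-transferred onto Tsg101 binding domain (10 uM final) in HEPES pH 7.5 buffer, then FITC-PTAP peptide was added at 50 nM final. After 20 min at RT, polarization reported peptide displacement across a qHTS concentration series.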
# USP2a block – USP2a (human) protease inhibition; O75604; USP2 core, Ub-CHOP2 coupled fluorogenic reporter, 485/531; Potency, µM (top dose mostly 38.3 µM), without a hit: at the top dose activity change, negative = inhibition, hits mostly inhibitors; 330,000 tested, 0.01% active; AID 463254;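 also: potency is read from the fitted curve at half-maximal effect; plate controls were DMSO wells for no effect and full inhibition by NEM control for full effect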
#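 Cell-free coupled assay: 10nM USP2 core preincubated 30min RT with compound in Tris-HCl pH 8.0/CaCl2/CHAPS buffer, then 25nM Ub-CHOP2 and 25nM reporter substrate; fluorescence (Ex 485/Em 531) read after 60min RT, normalized to NEM inhibition, concentration-response curves fitted.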
# ELG1 DNA repair – ELG1-dependent DNA repair inhibition; HEK293T ELG1-luciferase reporter, luminescence, 16 h; DNA damage induced by 5-fluorouridine; Potency, µM (doses to about 46.1 µM), for the others: at the top dose activity change, negative = inhibition, most hits filed as inhibitors; 330,000 tested, 2.3% active; also: potency is read from the fitted curve at half-maximal effect; % is scaled to controls: 0 for no effect and ±100 for the full control effect; nearly all actives have a fitted effect of over 55% in size
#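 Reporter activity after DNA damage by 5-fluorouridine is monitored. Compound-treated cells incubate 16 hr at 37 °C, then ONE-Glo is added for 30 min before luminescence reading.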
# Mito fusion yeast – blocks mitochondrial division or promotes mitochondrial fusion | Potency, µM (highest dose often 46.1 µM), inactives show at the top dose growth rescue (activation), actives largely listed as activators | S. cerevisiae fusion-defective mutant growth rescue, CellTiterGlo 48 h | 320,000 tested, 0.23% active;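 also: potency is read from the fitted curve at half-maximal effect; % of control where 0% means no effect; nearly all actives have a fitted effect of over 45% in size; temperature-sensitive fusion mutants such as fzo1-1 at 37 °C on non-fermentable ethanol glycerol medium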
#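 Read-out: ATP-based luminescence (CellTiterGlo, 10 min ambient) reporting growth of fusion-defective ts yeast after 48 hours at 37C on glycerol/ethanol YPEG medium in the presence of compound.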
# B2AR arrestin – agonists driving beta-arrestin recruitment to human beta2-adrenergic receptor | P07550 | beta-arrestin recruitment to beta2AR, cell-based reporter | Potency, µM (doses to about 46.1 µM), for inactives: at the highest dose activation, most hits filed as activators | 330,000 tested, 0.02% active | AID 492947;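 also: potency is read from the fitted curve at half-maximal effect; 0% = DMSO controls and full agonism = EC100 isoproterenol or metaproterenol; nearly all actives have a fitted effect of over 65% in size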
# Chronic BCR inh – blocks chronic active B-cell receptor signaling. ABC-DLBCL IkBa-CBG/CBR reporter, luminescence ratio, 4 h. Potency, µM (doses to about 46.1 µM), inactives show top-dose ratio change, negative = lower green/red ratio, usual class: inhibitors. 340,000 tested, 0.05% active. AID 493014; active = well fitted inhibition curve with a large enough effect in the signal ratio, with a control signal flat, not every such curve was filed as active; inconclusive = small, poorly fitted or top-dose-only effect, or effect the other way, or a change in a side signal; the % refers to the signal ratio;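 also: potency is read from the fitted curve at half-maximal effect; plate controls were basal doxycycline-induced cells for no effect and cells given 10 µM MG132 for full effect; MG132 reads +100%, hits lower the ratio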
#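 TMD8 ABC-DLBCL cells carrying doxycycline-inducible green luciferase fused to IkappaBalpha plus unfused red luciferase were exposed to compounds (up to 46 uM) for 4 hrs at 37C. Activity came from the overlap-corrected green/red luminescence ratio.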
# uPA surface inh – blocks generation of uPA at the cell surface | cell surface uPA generation assay, qHTS | Potency, µM (top dose mostly 38.3 µM), for inactives: top-dose activity change, negative = inhibition, most hits filed as inhibitors | 330,000 tested, 0.31% active; active = well fitted inhibition curve with a large enough effect; inconclusive = small, poorly fitted or top-dose-only effect; inactive = no such curve, though single readings can be large or run the other way; tested in mouse RAW 264.7 cells; also: potency is read from the fitted curve at half-maximal effect; % is scaled to controls: 0 for no effect and ±100 for the full control effect; nearly all actives have a fitted effect of over 55% in size
# Active calls of the source: *; u = inconclusive; x = no result given; [ ] = another dose, or the depositor's remark. Unless noted, calls follow the shape of the dose curve; as a rule, active = well fitted curve in the direction sought with a large enough effect; inconclusive = small, poorly fitted or top-dose-only effect, or another doubt; inactive = no such curve, though single readings can be large; an effect the other way counts as inactive or inconclusive. The order is random; any-hit rate near 3%.
smiles	TSHR antagonist	Tb PFK inh	Eya2 phos inh	TCR activator	TSG101-PTAP inh	USP2a block	ELG1 DNA repair	Mito fusion yeast	B2AR arrestin	Chronic BCR inh	uPA surface inh
COc1cccc(NC(=O)CN2CCN(S(=O)(=O)c3ccc(C(C)C)cc3)CC2)c1	0	-1%	-20%	3%	-5%	-7%	u	13%	0.0%	-15%	11%
CC1CC(C)CN(C(=O)c2ccc3nc[nH]c3c2)C1 (configuration not stated)	0	-7%	-4%	6%	-6%	5%	-1%	-1%	-0.3%	4%	4%
CCOC(=O)C1CCN(C(=O)c2ccc3c(c2)OCO3)CC1	5	0%	-16%	1%	-5%	1%	-5%	-2%	-0.3%	0%	x
CC(NC(=O)Cn1cc(C(=O)C2CC2)c2ccccc21)c1ccccc1 (configuration not stated)	-6	1%	7%	0%	-5%	2%	-6%	-1%	-0.4%	1%	5%
COc1ccccc1NS(=O)(=O)c1cccc(NC(=O)C2CC2)c1	6	3%	-17%	3%	1%	4%	6%	-5%	-0.2%	-1%	9%
CC(=O)Nc1ccc(S(=O)(=O)Nc2nnc(C(C)C)s2)cc1	5	-2%	16%	-6%	-6%	1%	11%	0%	-0.3%	-16%	5%
Cc1ccc(C)c(N(C)C(=O)c2coc(=O)c3ccccc23)c1	0	0%	10%	2%	-2%	1%	28%	0%	0.1%	-1%	-7%
Fc1ccccc1Nc1nc(N2CCOCC2)nc(N2CCOCC2)n1	6	0%	0%	-2%	-5%	1%	5.8µM*	5%	-0.3%	-14%	-13%
COc1ccc(NC(=O)C2CC(=O)N(CCc3ccc(Cl)cc3)C2)cc1 (configuration not stated)	8	1%	10%	-2%	-4%	3%	-12%	3%	0.5%	1%	-4%
Cc1ccc(C(=O)NNC(=O)c2ccc(S(=O)(=O)N3CCCCC3)cc2)cc1	7	0%	-10%	3%[46.1 µM]	0%	2%	9%	x	-0.2%	0%	-7%
CCN(CC)CCNc1ncnc2c1sc1nc(N3CCCC3)c3c(c12)CC(C)(C)OC3	13	-1%	4%	-3%	-1%	-5%	u	0%	-0.3%	u	-8%
CC(=O)Nc1ccc(N=Nc2ccc(O)cc2)cc1	23	5%	1%	0%	-1%	-1%	u	6%	-0.6%	6%	-11%
Cc1cc(Cn2nc(C(=O)NCc3cccs3)cc2-c2ccccc2)on1	-9	0%	-1%	-3%	-4%	2%	u	4%	-0.7%	-4%	4%
CCOC(=O)C1(CC2CC2)CCN(C(=O)c2cc(C)nc3ccc(CC)cc23)CC1	-9	-1%	-10%	-1%	-3%	-1%	u	6%	0.5%	-3%	-1%
CC1=C(C(=O)OC(C)C)C(c2ccc(C)o2)NC(=O)N1 (configuration not stated)	27	-1%	-1%	-7%[46.1 µM]	-4%	3%	4%	0%	0.5%	5%	-4%
O=C(CN1CCCCC1)N1CCCc2ccccc21	17	4%	-13%	-5%	-3%	3%	u	1%	0.0%	11%	9%
CCCCn1c(=O)[nH]c(=O)c2c1nc(-c1ccc(CC)c([N+](=O)[O-])c1)n2C	-4	-2%	-4%	x	x	0%	u	5%	-0.1%	0%	x
COc1ccccc1NC(=O)CCSCCC(=O)Nc1ccccc1OC	24	-8%	6%	5%[46.1 µM]	0%	0%	-3%	0%	-1.2%	u	6%
CC1=C(C(=O)Nc2ccccc2C(=O)NC2CCCCC2)SCCO1	-12	-2%	2%	-1%	0%	1%	9%	-4%	0.1%	0%	4%
O=C(Nc1ccccc1N1CCCC1)c1ccc(Cl)c(S(=O)(=O)N2CCOCC2)c1	-8	0%	1%	2%	-5%	1%	-6%	2%	-0.4%	u	-3%
CC(=O)N(C)c1ccc(OCC(O)Cn2c3ccc(Cl)cc3c3cc(Cl)ccc32)cc1 (configuration not stated)	12	1%	-4%	2%	4%	0%	18µM*	-14%	-0.5%	2%	-6%
COC(=O)c1[nH]c2cc(C)ccc2c1NC(=O)CN1CCN(C(=O)c2ccco2)CC1	3	1%	-4%	1%	-1%	1%	u	2%	-0.5%	-16%	-8%
Cc1nc([N+](=O)[O-])c(SCC(O)CCl)n1Cc1ccc(Cl)cc1 (configuration not stated)	-3	-2%	12%	3%	0%	3%	u	3%	0.2%	-1%	-3%
CCCCOc1ccc(CSc2nc(C)[nH]c2[N+](=O)[O-])cc1[N+](=O)[O-]	-5	11%	-26%	1%	u	8%	-25%	4%	-0.6%	1%	1%
CCn1c(N)nc2ccccc21	-5	4%	27%	5%	-2%	-1%	15%	-3%	0.4%	u	1%
COc1ccc2cc(C(=O)NCCO)sc(=O)c2c1OC	3	1%	1%	10%[46.1 µM]	-2%	-1%	4%	-3%	-1.0%	5%	0%
Cc1c(C(=O)OCC(=O)Nc2ccc(S(N)(=O)=O)cc2)oc2c1ccc1ccccc12	-31	-1%	-15%	3%	0%	1%	u	3%	-1.2%	u	2%
COc1ccc2c(c1)c(C(=O)N/N=C/c1cccc(O)c1)c(C)n2C	-4	-1%	6%	-3%[46.1 µM]	-3%	4%	-20%	-2%	-0.6%	-2%	4%
O=C1CCC(=O)N(c2ccccc2)N1	-2	-4%	5%	2%	-1%	-3%	2%	-4%	0.0%	4%	2%
Cc1cc(C)n2[nH]c(=O)c(N=Nc3ccc(S(N)(=O)=O)cc3)c2n1	-15	6%	-11%	-4%	2%	2%	-7%	-5%	-0.3%	u	-1%
COc1cccc(-n2cc(CNCc3c(C(=O)N(C)C)nc4ccc(Cl)cn34)cn2)c1	17	-9%	2%	0%	-1%	1%	u	-1%	0.0%	u	0%
O=C(COc1ccc(Cl)cc1)NCCSCc1cccc(Cl)c1	3	-1%	8%	2%	-6%	-1%	-3%	-3%	-0.7%	11%	5%
CC(=O)N1CCCN(Cc2cn(-c3cc(C)ccc3C)nc2-c2ccccc2)CC1	1	1%	-2%	-7%	-7%	2%	-7%	-1%	-0.1%	13%	2%
CC1Cc2ccccc2N1CC(=O)Nc1ccc(S(N)(=O)=O)cc1 (configuration not stated)	8	-3%	-16%	-5%	-6%	2%	-11%	6%	0.6%	6%	1%
CC1=[N+]([O-])C(C)(C)C(c2ccc(Br)cc2)=[N+]1[O-]	8	-3%	5%	0%[46.1 µM]	0%	0%	-4%	-7%	-1.9%	1%	-7%
COc1cc2[nH]c(=S)nc(NCCC(C)C)c2cc1OC	-8	0%	2%	-1%	-6%	1%	0%	1%	0.0%	8%	3%
O=C(NC(=S)N(Cc1ccccc1)Cc1ccccc1)C1CCCCC1	13	-6%	-2%	0%	-1%	0%	16%	-2%	-0.3%	11%	0%
Cc1cccc(C)c1NC(=O)CNC(=O)C12CC3CC(CC(O)(C3)C1)C2	5	-1%	-4%	2%	-2%	0%	10%	-2%	0.2%	-2%	1%
O=C(NCc1ccc(Cl)cc1)N1CCN(S(=O)(=O)c2ccccc2)CC1	10	-23%	0%	3%	0%	2%	-1%	-11%	-0.2%	9%	4%
O=C(Oc1cccc(-n2cnnn2)c1)c1ccccc1Cl	-10	1%	2%	-4%	-4%	1%	-4%	-3%	0.0%	-21%	0%
O=C(Nc1ccccn1)c1onc2c1CCCC2	1	-18%	3%	2%[46.1 µM]	1%	3%	u	17%	-0.5%	u	-6%
Cc1ccc2nc(N3CCN(Cc4nnnn4Cc4ccccc4)CC3)c(C#N)cc2c1	-18	1%	0%	0%	-1%	-6%	1%	12%	-0.3%	-1%	-3%
COCC(C)N1CCC(n2nccc2NC(=O)CCCc2ccccc2)CC1 (configuration not stated)	7	-1%	3%	-13%	-4%	3%	29%	-2%	-0.2%	-5%	2%
COc1cc2nc(Nc3ccc(C)c(C)c3)nc(N)c2cc1OC	10	6%	u	4%	-4%	0%	-3%	-2%	-0.6%	u	-21%
O=S(=O)(Nc1cccc(-c2ccc3nncn3n2)c1)c1cc(F)ccc1F	-8	6%	25%	-54%	-2%	2%	14%	6%	0.3%	u	-4%
COC(=O)C(NC(=O)c1ccccc1C(=O)O)c1ccc2ccccc2c1 (configuration not stated)	8	2%	0%	-8%	1%	1%	15%	-1%	0.4%	3%	1%

# Screening data: PubChem BioAssay, National Center for Advancing Translational Sciences (NCATS)
